Wee1 degr inh: blocks degradation of human Wee1 kinase; P30291; HeLa Luc-Wee1K328M stability, luciferase luminescence; 100% = proteasome inhibitor MG132 effect; reporter increase, % at 5 µM; 220,000 compounds, 1.2% hits;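 active means activation above the mean of all tested compounds plus 3 SD, set per screening run, cut at about 8.8% in these data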;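 further: cells exposed to compound for 20 h before luminescence read; 0% = DMSO alone and 100% = MG132 at 30 µM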
Mdm2 ligase inh: inhibitors of human Mdm2 E3 ubiquitin ligase | signal enhancement, % at 5 µM | AID 1230 | 210,000 compounds, 0.11% hits | cell-based MDM2 ubiquitination luciferase reporter, 2 h; 0 = plate control, 100 = twice control, blank-subtracted | Q00987;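 active means signal enhancement of 30% or more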;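 further: luminescence tracks abundance of the self-degrading MDM2-luciferase fusion protein; higher signal means inhibition of MDM2 E3 ligase activity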
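Test system: stable mammalian line carrying autodegrading MDM2–luciferase fusion reporter; quantity: 2000 cells in each well; times: 4 h cell settling then 2 h compound exposure, 37 °C; detection: luminescence with SteadyLite reagent, 15 min at room temperature; evaluation: percent signal gain over controls, blank-subtracted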
NPY2 pot ag: human NPY-Y2 potentiation or agonism, primary screen | P49146 | cells expressing NPY-Y2, potentiator/agonist read-out | activation, % at 3.6 µM | 220,000 compounds, 0.45% hits | AID 1359; in the data active means activation above about 27%;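 further: cells stimulated with NPY near EC25 plus isoproterenol at EC100; 0% = vehicle plus submaximal agonist and 100% = vehicle plus saturating agonist; some results beyond the cut were filed as inactive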
Target sequence (P49146 whole entry, looked up): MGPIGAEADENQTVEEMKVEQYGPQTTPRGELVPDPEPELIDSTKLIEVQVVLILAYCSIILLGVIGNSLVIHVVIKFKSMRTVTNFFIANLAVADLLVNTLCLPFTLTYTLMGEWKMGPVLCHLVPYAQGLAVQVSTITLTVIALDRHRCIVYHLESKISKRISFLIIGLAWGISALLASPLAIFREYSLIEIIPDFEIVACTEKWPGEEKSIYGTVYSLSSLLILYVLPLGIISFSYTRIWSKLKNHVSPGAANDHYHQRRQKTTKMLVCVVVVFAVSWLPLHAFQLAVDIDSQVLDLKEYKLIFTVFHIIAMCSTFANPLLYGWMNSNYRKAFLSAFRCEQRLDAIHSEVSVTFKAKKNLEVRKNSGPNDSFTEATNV
eIF4E-4G inh: inhibitors of eIF4E and eIF4G interaction in translation initiation; TR-FRET eIF4E-eIF4GI(517-606) binding, 2 h; inhibition, % at 21.7 µM; 220,000 compounds, 0.37% hits;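 active means inhibition above about 30%, limit read from the data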;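 further: 0% = full FRET control wells and 100% = background wells lacking eIF4GI fragment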
S1P4 ag: activates the human S1P4 receptor | S1P4-expressing cell line, agonist reporter assay | activation, % at 4.98 µM | 220,000 compounds, 0.35% hits | AID 1509; in the data active means activation above about 11%;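 further: 0% = DMSO vehicle and 100% = reference agonist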
Target sequence (O95977 whole entry, looked up): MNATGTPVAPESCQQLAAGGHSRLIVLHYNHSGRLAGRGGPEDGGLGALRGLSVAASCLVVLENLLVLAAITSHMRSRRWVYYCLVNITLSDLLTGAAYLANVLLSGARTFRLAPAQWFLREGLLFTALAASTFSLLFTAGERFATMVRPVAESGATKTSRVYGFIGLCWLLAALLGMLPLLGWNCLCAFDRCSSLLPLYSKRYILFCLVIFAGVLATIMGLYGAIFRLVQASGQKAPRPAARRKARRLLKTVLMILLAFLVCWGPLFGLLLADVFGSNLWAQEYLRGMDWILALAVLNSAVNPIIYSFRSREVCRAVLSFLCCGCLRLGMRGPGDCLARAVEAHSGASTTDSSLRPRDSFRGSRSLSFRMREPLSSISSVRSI
Ba/F3 V617F tox: reduce viability of Ba/F3 cells dependent on JAK2V617F | Ba/F3 EpoR-JAK2V617F viability, ATP luminescence | inhibition, % at 5.6 µM | 220,000 compounds, 1.1% hits | AID 1446;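 active means inhibition above the campaign mean plus 3 SD over all tested compounds, cut at about 24% in these data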;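 further: cytokine-independent growth of Ba/F3 cells driven by EpoR plus mutant JAK2; 0% = DMSO-treated cells and 100% = JAK inhibitor I control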
PERK inh: inhibitors of human PERK kinase; Q9NZJ5; 220,000 compounds, 0.17% hits; AID 1416; inhibition, % at 5.6 µM; CHO PERK-DD fusion, SEAP luminescence translation reporter;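 active means inhibition above the mean inhibition of all tested compounds plus 3 SD, set separately per screening campaign, cut at about 2.9% in these data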;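 further: PERK kinase domain activated by AP20187 dimerizer at 100 nM; 0% = DMSO with dimerizer and 100% = rapamycin at 8.4 µM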
BaF3 tox: counter-screen for JAK2V617F inhibitors: parental Ba/F3 viability inhibitors; CellTiter-Glo ATP luminescence; inhibition, % at 5.6 µM; 220,000 compounds, 1.1% hits; AID 1486;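 active means inhibition above a per-campaign cutoff, the mean inhibition of all tested compounds plus 3 SD, cut at about 27% in these data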;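 further: 0% = DMSO wells and 100% = JAK Inhibitor I control wells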
S1P4 antag: human S1P4 receptor antagonism; O95977; S1P4-expressing cells, antagonist mode, reporter read-out; inhibition, % at 4.98 µM; 220,000 compounds, 0.26% hits; AID 1510; in the data active means inhibition above about 29%;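 further: 0% = wells stimulated with agonist and 100% = vehicle wells without agonist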
* = called active by the depositor; [ ] = remark or other dose.

Screening COc1ccc(Cn2c(C(F)(F)F)ccc(C(N)=O)c2=O)cc1 returned Wee1 degr inh -2.9, Mdm2 ligase inh 0.4, NPY2 pot ag -20.5, eIF4E-4G inh 0.7, S1P4 ag -0.4, Ba/F3 V617F tox -3.1, PERK inh 1.1, BaF3 tox 4.3 and S1P4 antag 6.8.
`Cc1cc(C)cc(Oc2nc(-c3ccccc3)cc(C)c2S(C)(=O)=O)c1` gave Wee1 degr inh 4.3, Mdm2 ligase inh 5.1, NPY2 pot ag -12.9, eIF4E-4G inh -1.5, S1P4 ag 1.4, Ba/F3 V617F tox -1.9, PERK inh 1.1, BaF3 tox 6.6 and S1P4 antag -1.0.
`COc1cc2c(cc1NC(=O)/C=C/c1ccc([N+](=O)[O-])cc1)oc1ccccc12` gave Wee1 degr inh -0.4, Mdm2 ligase inh -10.5, NPY2 pot ag 13.7, eIF4E-4G inh -1.1[fluorescence artefact?], S1P4 ag 2.0, Ba/F3 V617F tox -1.2, PERK inh 1.0, BaF3 tox 4.5 and S1P4 antag -5.3.
Screening CCn1c(CC(=O)Nc2ccc(C)cc2)n[nH]c1=S returned Wee1 degr inh 5.8, Mdm2 ligase inh 4.6, NPY2 pot ag -14.5, eIF4E-4G inh -1.1, S1P4 ag 0.0, Ba/F3 V617F tox 1.2, PERK inh 0.8, BaF3 tox 11.7 and S1P4 antag -7.7.
`Cc1ncc(CN2CCN(CCc3ccccc3)C(CCO)C2)s1` (centres undefined) gave Wee1 degr inh 4.4, Mdm2 ligase inh -4.9, NPY2 pot ag 6.3, eIF4E-4G inh 1.3, S1P4 ag 0.7, Ba/F3 V617F tox 1.4, PERK inh 0.4, BaF3 tox 0.7 and S1P4 antag -3.3.
Screening COc1ccc(CNC(=O)COC(=O)c2ccccn2)cc1 returned Wee1 degr inh -2.7, Mdm2 ligase inh -6.2, NPY2 pot ag -4.9, eIF4E-4G inh -5.1, S1P4 ag 1.1, Ba/F3 V617F tox -2.0, PERK inh -0.1, BaF3 tox 6.5 and S1P4 antag -12.6.
For Cc1cccc(C2c3[nH]c4ccccc4c3CCN2C(=O)c2cc3c([nH]c2=O)CCCC3)n1 (centres undefined) the results were Wee1 degr inh -0.1, Mdm2 ligase inh -10.5, NPY2 pot ag -7.5, eIF4E-4G inh -0.8, S1P4 ag -0.9, Ba/F3 V617F tox 0.4, PERK inh 0.1, BaF3 tox 2.9 and S1P4 antag -24.4.
C[C@@H](NC(=O)OC(C)(C)C)c1nnc(S(=O)(=O)Cc2ccccc2)o1 was read as Wee1 degr inh -3.0, Mdm2 ligase inh -13.7, NPY2 pot ag 2.6, eIF4E-4G inh -6.3, S1P4 ag -0.5, Ba/F3 V617F tox 20.7, PERK inh 0.0, BaF3 tox -4.5 and S1P4 antag 64.0*.
`COc1cc2c(cc1OC)C(C(=O)NCCN(C)C)C(c1cccs1)N(C)C2=O` (centres undefined) gave Wee1 degr inh 0.9, Mdm2 ligase inh -4.9, NPY2 pot ag 5.5, eIF4E-4G inh 5.8, S1P4 ag 0.5, Ba/F3 V617F tox -2.3, PERK inh 0.6, BaF3 tox -3.1 and S1P4 antag 5.3.
Screening O=C(Cn1nnc(-c2ccccc2)n1)N/N=C/c1cc([N+](=O)[O-])ccc1O returned Wee1 degr inh -0.1, Mdm2 ligase inh -13.2, NPY2 pot ag 8.0, eIF4E-4G inh 1.0, S1P4 ag 1.1, Ba/F3 V617F tox -5.2, PERK inh 0.1, BaF3 tox 2.2 and S1P4 antag -9.6.
For CCOCCCn1c(=S)[nH]c2cc3c(cc2c1=O)OCO3 the results were Wee1 degr inh -3.7, Mdm2 ligase inh -21.4, NPY2 pot ag -3.3, eIF4E-4G inh 7.6, S1P4 ag -0.3, Ba/F3 V617F tox 0.0, PERK inh 0.6, BaF3 tox 4.3 and S1P4 antag -9.8.
COc1ccc(C)cc1S(=O)(=O)N(C)CC(=O)Nc1ccccc1 was read as Wee1 degr inh -0.8, Mdm2 ligase inh -9.6, NPY2 pot ag 1.7, eIF4E-4G inh -1.5, S1P4 ag 2.6, Ba/F3 V617F tox 2.5, PERK inh -1.1, BaF3 tox 4.5 and S1P4 antag -9.3.
Screening Cc1cccc(NC(=S)N(CCCN2CCOCC2)Cc2ccco2)c1 returned Wee1 degr inh -2.4, Mdm2 ligase inh -4.4, NPY2 pot ag 9.1, eIF4E-4G inh -2.5, S1P4 ag -1.3, Ba/F3 V617F tox -1.0, PERK inh 0.7, BaF3 tox 1.9 and S1P4 antag -11.6.
For N=C(N)c1ccc(OCCCCCOc2ccc(C(=N)N)cc2)cc1 the results were Wee1 degr inh -4.2, NPY2 pot ag 5.5, eIF4E-4G inh -2.2, S1P4 ag 2.8, Ba/F3 V617F tox 63.4*, PERK inh -0.1, BaF3 tox 53.0* and S1P4 antag -12.1.
Screening O=C(N1CCOCC1)C12CC3CC(C1)CC(n1cnc(Cl)n1)(C3)C2 returned Wee1 degr inh -2.7, Mdm2 ligase inh -2.6, NPY2 pot ag -6.0, eIF4E-4G inh 1.7, S1P4 ag -1.1, Ba/F3 V617F tox 2.1, PERK inh 1.1, BaF3 tox 4.8 and S1P4 antag -4.1.
Screening CCCC(=O)c1c[nH]c(C(=O)NCCc2ccccn2)c1 returned Wee1 degr inh -1.4, Mdm2 ligase inh 0.2, NPY2 pot ag -10.5, eIF4E-4G inh 6.7, S1P4 ag 0.7, Ba/F3 V617F tox 3.7, PERK inh 0.4, BaF3 tox 2.6 and S1P4 antag -2.5.
`COc1ccc(S(=O)(=O)NCc2ccc3c(c2)cc(C)n3C)cc1` gave Wee1 degr inh 1.9, Mdm2 ligase inh -0.1, NPY2 pot ag 9.9, eIF4E-4G inh 2.5, S1P4 ag -0.6, Ba/F3 V617F tox -2.1, PERK inh 1.3, BaF3 tox 7.0 and S1P4 antag 2.1.
`CCn1c(COc2ccccc2C)nnc1SCC(=O)N1CCN(c2ccccc2)CC1` gave Wee1 degr inh -1.4, Mdm2 ligase inh -4.2, NPY2 pot ag -19.5, eIF4E-4G inh 4.7, S1P4 ag 0.4, Ba/F3 V617F tox 0.4, PERK inh -0.9, BaF3 tox 1.7 and S1P4 antag -12.1.
Screening Nc1nc(SCC(=O)N2N=C3/C(=C/c4ccco4)CCCC3C2c2ccco2)n[nH]1 (centres undefined) returned Wee1 degr inh -1.0, Mdm2 ligase inh 3.6, NPY2 pot ag -8.0, eIF4E-4G inh -3.6[fluorescence artefact?], S1P4 ag -2.2, Ba/F3 V617F tox 3.3, PERK inh -1.5, BaF3 tox 5.2 and S1P4 antag -0.9.
Cc1ccc(S(=O)(=O)NC(=O)c2cc(C)n(-c3cc(S(=O)(=O)N4CCOCC4)ccc3N3CCCC3)c2C)cc1 was read as Wee1 degr inh -2.4, Mdm2 ligase inh -7.4, NPY2 pot ag 10.2, eIF4E-4G inh -18.8, S1P4 ag -2.4, Ba/F3 V617F tox -4.8, PERK inh -0.2, BaF3 tox -1.2 and S1P4 antag -3.7.
Screening O=C(C[n+]1ccc(/C=N/O)cc1)N1CCCCC1 returned Wee1 degr inh -2.0, Mdm2 ligase inh -12.5, NPY2 pot ag -26.6, eIF4E-4G inh -4.7, S1P4 ag 1.7, Ba/F3 V617F tox 0.3, PERK inh 0.2, BaF3 tox -2.1 and S1P4 antag -20.2.
For Fc1c(F)c(F)c(N=Cc2ccc3ncccc3c2)c(F)c1F the results were Wee1 degr inh 1.9, Mdm2 ligase inh 1.9, NPY2 pot ag 10.6, eIF4E-4G inh -1.6, S1P4 ag -1.2, Ba/F3 V617F tox -0.1, PERK inh 1.0, BaF3 tox 7.2 and S1P4 antag -10.9.
For NC(=O)CCC(NC(=O)c1ccc(Cl)cc1)C(=O)O (centres undefined) the results were Wee1 degr inh -0.8, NPY2 pot ag -6.3, eIF4E-4G inh 1.0, S1P4 ag 0.4, Ba/F3 V617F tox -0.7, PERK inh 1.2, BaF3 tox 3.1 and S1P4 antag 3.6.
CC1=C(C(=O)Nc2ccccc2)C(c2cccnc2)n2ncnc2N1 (centres undefined) was read as Wee1 degr inh 1.8, Mdm2 ligase inh -77.5, NPY2 pot ag -8.7, eIF4E-4G inh -0.4, S1P4 ag -0.5, Ba/F3 V617F tox 7.1, PERK inh -0.3, BaF3 tox 0.8 and S1P4 antag -16.2.
Screening COc1ccc(C2CC(=O)Oc3c2c(=O)n(C)c2ccccc32)c(OC)c1OC (centres undefined) returned Wee1 degr inh -2.0, Mdm2 ligase inh -15.3, NPY2 pot ag 4.0, eIF4E-4G inh 1.4, S1P4 ag 1.4, Ba/F3 V617F tox -0.2, PERK inh 1.0, BaF3 tox 5.4 and S1P4 antag -17.0.
Screening N=c1n(Cc2ccccc2)c2ccccc2n1CC(O)COc1ccccc1 (centres undefined) returned Wee1 degr inh 1.1, Mdm2 ligase inh -4.8, NPY2 pot ag -33.2, eIF4E-4G inh 0.7, S1P4 ag -1.9, Ba/F3 V617F tox 8.6, PERK inh -1.4, BaF3 tox 19.4 and S1P4 antag 8.6.
`CC(C)CCN1CCN(Cc2cccc3nonc23)CC1CCO` (centres undefined) gave Wee1 degr inh -1.0, Mdm2 ligase inh -11.3, NPY2 pot ag 4.4, eIF4E-4G inh -0.7, S1P4 ag 0.4, Ba/F3 V617F tox -2.9, PERK inh 1.0, BaF3 tox 8.8 and S1P4 antag -8.8.
COc1ccc(-c2[nH]ncc2CN(C)Cc2ccccn2)c(OC)c1 was read as Wee1 degr inh 0.4, Mdm2 ligase inh 3.3, NPY2 pot ag -9.2, eIF4E-4G inh -3.1, S1P4 ag 0.2, Ba/F3 V617F tox -3.3, PERK inh 1.5, BaF3 tox 2.6 and S1P4 antag -6.9.
For COc1ccc(C(=O)NCc2nnc(SCC(=O)Nc3cc(C)cc(C)c3)o2)cc1OC the results were Wee1 degr inh 4.5, Mdm2 ligase inh -5.0, NPY2 pot ag -1.9, eIF4E-4G inh 0.8[fluorescence artefact?], S1P4 ag -0.4, Ba/F3 V617F tox 1.0, PERK inh 0.3, BaF3 tox 5.7 and S1P4 antag 1.3.
COc1ccc2nc(NC(=O)c3ccc4ncsc4c3)sc2c1 was read as Wee1 degr inh 7.6, Mdm2 ligase inh -21.1, NPY2 pot ag 3.3, eIF4E-4G inh -2.3, S1P4 ag -1.6, Ba/F3 V617F tox 1.5, PERK inh -1.0, BaF3 tox 7.5 and S1P4 antag -22.6.
Cc1ccc2nc(NC(=O)C3CC(=O)N(Cc4ccco4)C3)sc2c1 (centres undefined) was read as Wee1 degr inh 2.0, Mdm2 ligase inh -18.9, NPY2 pot ag 15.1, eIF4E-4G inh 1.8, S1P4 ag 0.0, Ba/F3 V617F tox 1.9, PERK inh 0.2, BaF3 tox 3.0 and S1P4 antag -17.0.
For Cc1ccc(S(=O)(=O)CCSc2nc(C)cc(C(F)(F)F)c2C#N)cc1 the results were Wee1 degr inh -1.3, Mdm2 ligase inh 2.0, NPY2 pot ag -1.9, eIF4E-4G inh 11.2, S1P4 ag 2.0, Ba/F3 V617F tox 2.0, PERK inh 0.6, BaF3 tox 3.8 and S1P4 antag -21.5.
O=C(NCCc1cccs1)C1CC(c2ccc([N+](=O)[O-])cc2)=NO1 (centres undefined) was read as Wee1 degr inh -4.8, Mdm2 ligase inh -3.1, NPY2 pot ag 5.0, eIF4E-4G inh 2.7[fluorescence artefact?], S1P4 ag 1.6, Ba/F3 V617F tox -0.3, PERK inh -0.7, BaF3 tox 3.3 and S1P4 antag -17.5.
